Screening results from PubChem.
EPAC1 ag = EPAC1 (human) agonism; EPAC1 agonist qHTS, biochemical assay; response scale: 100% = response to 6.5 mM cAMP; Potency, µM (series often up to 154 µM), without a hit: at the highest dose activation, most hits filed as activators; actives 0.073% (n = 360,000); AID 720707; note: potency is the fitted concentration of half-maximal effect; nearly all actives have a fitted effect of over 60% in size
Target sequence (O95398 whole entry, looked up): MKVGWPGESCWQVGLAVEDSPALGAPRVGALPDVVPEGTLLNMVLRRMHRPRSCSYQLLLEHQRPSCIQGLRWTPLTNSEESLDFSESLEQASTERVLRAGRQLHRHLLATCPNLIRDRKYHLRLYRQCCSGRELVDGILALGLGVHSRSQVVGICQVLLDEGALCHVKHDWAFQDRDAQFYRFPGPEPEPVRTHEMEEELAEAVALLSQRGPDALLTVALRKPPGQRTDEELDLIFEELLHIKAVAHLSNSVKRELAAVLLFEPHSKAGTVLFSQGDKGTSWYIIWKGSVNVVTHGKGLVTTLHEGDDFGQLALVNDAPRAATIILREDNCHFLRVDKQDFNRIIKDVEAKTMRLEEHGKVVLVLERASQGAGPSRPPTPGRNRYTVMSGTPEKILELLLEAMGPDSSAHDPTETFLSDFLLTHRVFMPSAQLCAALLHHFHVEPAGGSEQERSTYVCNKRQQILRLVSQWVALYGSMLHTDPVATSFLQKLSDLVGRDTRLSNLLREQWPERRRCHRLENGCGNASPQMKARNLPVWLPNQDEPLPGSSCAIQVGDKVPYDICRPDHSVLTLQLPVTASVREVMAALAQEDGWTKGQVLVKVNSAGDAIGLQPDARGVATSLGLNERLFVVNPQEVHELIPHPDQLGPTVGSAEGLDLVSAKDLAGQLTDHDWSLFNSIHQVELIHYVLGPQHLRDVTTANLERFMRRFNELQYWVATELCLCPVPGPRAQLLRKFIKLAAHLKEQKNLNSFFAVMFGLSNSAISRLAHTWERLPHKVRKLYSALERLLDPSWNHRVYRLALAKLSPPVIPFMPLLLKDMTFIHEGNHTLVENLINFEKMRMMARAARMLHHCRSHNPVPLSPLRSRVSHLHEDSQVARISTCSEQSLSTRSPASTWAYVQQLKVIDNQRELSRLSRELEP
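Nucleotide exchange by EPAC1 (100 nM) on Rap1B–BODIPY-GDP (250 nM) in the presence of 50 uM GDP is tracked fluorescently at 480/540 nm over 30 min. Signals are normalized to a 6.5 mM cAMP control.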
EPAC1 antag = antagonists of human EPAC1. O95398. EPAC1 GEF assay, Rap1b-BODIPY-GDP exchange fluorescence. Potency, µM (highest dose often 115 µM), without a hit: at the top dose activity change, negative = inhibition, actives largely listed as inhibitors. actives 0.14% (n = 360,000). AID 720709;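 note: potency is the fitted concentration of half-maximal effect; plate controls were vehicle for no effect and positive control for full effect; nearly all actives have a fitted effect of over 50% in size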
IL2 activator = activates IL-2 in a cell-based reporter assay | IL-2 activation reporter assay, cell-based qHTS; stimulated with anti-CD3/CD4/CD28 beads; in transgenic mouse T cells | activation, % (series mostly up to about 46 µM) | actives 0.065% (n = 360,000); in the data active = activation above about 50%; inconclusive = mostly about 30% to 49%; note: 0% is about no effect
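First, unstimulated transgenic mouse T cells were exposed to compound for 60 min. Next, anti-CD3/anti-CD4-coated beads with anti-CD28 were added. Finally, after 18 h at 37 degrees C, EGFP and DsRed were imaged.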
Abeta rescue = compounds reversing amyloid beta toxicity in yeast | Potency, µM (titrated, usually from 46.1 µM), without a hit: at the top dose growth rescue, hits mostly activators | yeast expressing A-beta42, growth rescue, OD600, 48 h; response scale: 0% DMSO, 100% iron-clioquinol control | AID 1347071 | actives 0.063% (n = 410,000); note: potency is the fitted concentration of half-maximal effect; nearly all actives have a fitted effect of over 55% in size
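Yeast A-beta toxicity model in growth medium with pinned compounds, 48 h at 30 C; growth read as absorbance at 600 nm. Normalized to FeCl3/clioquinol equimolar mix (positive) and DMSO (negative).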
FUS suppressor = FUS proteinopathy suppression in yeast | actives 0.24% (n = 390,000) | S. cerevisiae FUS-expressing, growth rescue, OD600, 24 h | Potency, µM (top dose mostly 76.6 µM), without a hit: at the top dose growth rescue (activation), hits mostly activators;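 note: potency is the fitted concentration of half-maximal effect; plate controls were DMSO vehicle for no effect and reference control for full effect; nearly all actives have a fitted effect of over 55% in size; some results filed as inactive show a strong effect at the top dose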
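Read-out: OD at 600 nm after 24hr at 30C, reporting rescue of FUS-induced yeast toxicity. Cells at OD 0.005 in galactose (2%) minimal medium; compounds tested in a dilution series; CP55940 titration from 92uM final as control.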
WRN inhibitor = inhibitors of human WRN helicase | WRN helicase unwinding, fluorescent forked duplex, kinetic | Potency, µM (top dose mostly 114 µM), without a hit: top-dose activity change, negative = inhibition, most hits filed as inhibitors | actives 0.46% (n = 360,000); note: potency is the fitted concentration of half-maximal effect; % is set by controls: 0 for no effect and ±100 for the full control effect; nearly all actives have a fitted effect of over 55% in size
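Kinetic red-fluorescence monitoring (525/598 nm) tracks WRN helicase activity after 100 nM fluorophore-quencher forked duplex and 2 mM ATP are added to 20 nM enzyme pretreated 15 min at room temperature with compound.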
PLK1 PBD inh = PLK1 (human) polo-box domain binding inhibition. P53350. Plk1 PBD binding of FITC phosphopeptide, fluorescence polarization. Potency, µM, for the others: max response, negative = inhibition, most hits filed as inhibitors. actives 2.8% (n = 360,000); note: potency is the fitted concentration of half-maximal effect; series mostly up to about 57 µM; % is set by controls: 0 for no effect and ±100 for the full control effect; nearly all actives have a fitted effect of over 65% in size
PI5P4Ka inh = inhibitors of human PI5P4K alpha. P48426. PI5P4Kalpha enzyme, ADP-Glo luminescence, 60 min; stronger effect = lower value. max response, %. actives 1.2% (n = 330,000). AID 652105; active = max response of -50% or lower; inconclusive = between -30% and -50%; inactive = -30% or higher; note: value at the top dose of about 77 µM; % is set by controls: 0 for no effect and ±100 for the full control effect
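Controls without substrate or without enzyme flank wells where PI5P4Kalpha converts substrate using 5 microM ATP (final). Incubation lasts 60 minutes at room temperature; ADP formed is read by ADP-Glo luminescence.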
An asterisk follows results filed as active; ? = inconclusive; / = not tested or not shown; [ ] = another dose, or the depositor's remark. Unless noted, calls come from the whole dose curve; as a rule, active = well fitted curve in the direction sought with a large enough effect; inconclusive = small, poorly fitted or top-dose-only effect, or another doubt; inactive = no such curve, though single readings can be large; an effect the other way counts as inactive or inconclusive.

SMILES	EPAC1 ag	EPAC1 antag	IL2 activator	Abeta rescue	FUS suppressor	WRN inhibitor	PLK1 PBD inh	PI5P4Ka inh
Oc1ccc(-c2cnc(-c3ccc(O)cc3)nc2)cc1	-5%	-28%	-2.5	-6%	33%	-3%	-26%	?
CCOC(=O)N1CCN(Cc2nc(-c3cccc(Cl)c3)no2)CC1	-14%	-13%	20	4%	22%	10%[57.1 µM]	5%	1
CCOc1ccccc1NC(=O)CCn1c(=O)oc2ccccc21	0%	-17%	0.5	1%	-4%	9%	-1%	/
C[C@H](CO)N1C[C@H](C)[C@@H](CN(C)C(=O)c2ccc(N3CCN(C)CC3)cc2)OCc2cnnn2CCCC1=O	2%	?	2.6	-21%	-4%	-2%	-12%	2
CN(C(=O)C1CC1)C1CCS(=O)(=O)C1 (stereo unspecified)	8%	5%	-1.6	-13%	22%	3%	-22%	-2
COc1ccccc1C/C(N)=N/OC(=O)c1ccco1	10%	5%	-0.9	1%	-25%	-10%	-16%	-2
Cc1ccc2[nH]c(=O)c(-c3nc4cc(C)ccn4c3NCc3ccco3)cc2c1	-11%	-3%	-0.4	-4%	-5%	-1%	-5%	-11
N#CC(Cc1cccc(CC(C#N)(c2ccccc2)c2ccccc2)c1)(c1ccccc1)c1ccccc1	-4%	-5%	-3.8	-20%	23%	-1%	-14%	1
C=Cn1cc[n+](CC(=O)c2ccc(OC)c(OC)c2)c1	5%	-8%	-2.0	-5%	-22%	1%	-8%	-3
Cc1ccc(S(=O)(=O)N2CCC(C(=O)Nc3ccncc3)CC2)cc1	-1%	2%	-0.9	1%	-7%	-3%	1%	0
CCCCC(=O)N(C)c1c(C)nc2ccc(C(=O)N3CCN(c4ccccc4)CC3)cn12	10%	-5%	-0.4	-6%	-8%	-2%	-11%	5
Cc1ccccc1S(=O)(=O)/N=C(/c1ccccc1)N1CCOCC1	8%	11%	0.3	-18%	5%	-16%	27µM*	-52*
O=C(Nc1cccn2nc(COCCO)nc12)C(c1ccccc1)c1ccccc1	-5%	-10%	-0.5	-5%	18%	-4%	-5%	-1
COc1cccc(C2(O)CCN(C(=O)Cc3cccnc3)CC2)c1	0%	-1%	0.2	28%	-20%	-6%	-1%	2
COc1ccc(OC)c(CCNC(=O)CS(=O)(=O)Cc2nc(-c3ccccc3Cl)oc2C)c1	7%	7%	-0.4	4%	32%	-2%	0%	0
Cc1ccc(Sc2ccc(NC(=O)CCN3C(=O)NC4(CCCC4)C3=O)cc2)c(C)c1	9%	-13%	-1.0	-7%	?	-12%	-12%	30
Cc1cccc(-c2ocnc2C(=O)Nc2ccccc2C(=O)N2CCCC2)c1	-10%	-16%	2.0	1%	7%	-7%	1%	-5
CC(=O)NC(=O)COC(=O)c1ccc2ncsc2c1	7%	-5%	0.6	-3%	-43%	10%	-11%	2
NS(=O)(=O)c1ccc(CCNC(=O)CSc2ccccc2)cc1	7%	-5%	2.0	-26%	-8%	-5%	?	8
O=C(NNC(=O)c1c(F)cccc1F)c1sccc1-n1cccc1	7%	-7%	-0.1	0%	-15%	10%	-9%	-9
CCc1nnc(NC(=O)c2cc(S(=O)(=O)N(CC)CC)ccc2Cl)s1	4%	-3%	?	-4%	9%	-19%	-4%	/
COc1cc(OC)cc(-c2nnc(NC(=O)CCS(=O)(=O)c3ccccc3)o2)c1	9%	5%	-3.3	6%	15%	-8%	-10%	-8
O=S(=O)(Nc1ccc(Cl)cn1)c1ccc2c(c1)OCCO2	7%	0%	2.5	27%	8%	-13%	-2%	-7
Cn1c(=O)oc2cc(S(=O)(=O)N3CCCC(C(=O)NC4CCCc5ccccc54)C3)ccc21 (stereo unspecified)	-17%	4%	-4.8	5%	21%	0%	-3%	6
CCc1nnc(NC(=O)c2cccc(S(=O)(=O)N3CCN(c4ccccc4)CC3)c2)s1	1%	13%	-0.9	-1%	19%	1%	-13%	-10

In the list so far, two have an aryl thioether with sulfur outside any ring:
SMILES	EPAC1 ag	EPAC1 antag	IL2 activator	Abeta rescue	FUS suppressor	WRN inhibitor	PLK1 PBD inh	PI5P4Ka inh
Cc1ccc(Sc2ccc(NC(=O)CCN3C(=O)NC4(CCCC4)C3=O)cc2)c(C)c1	9%	-13%	-1.0	-7%	?	-12%	-12%	30
NS(=O)(=O)c1ccc(CCNC(=O)CSc2ccccc2)cc1	7%	-5%	2.0	-26%	-8%	-5%	?	8

Other results.
SMILES	EPAC1 ag	EPAC1 antag	IL2 activator	Abeta rescue	FUS suppressor	WRN inhibitor	PLK1 PBD inh	PI5P4Ka inh
COCC(=O)Nc1cc(Cl)c(OC)cc1OC	-9%	-5%	-0.4	15%	/	3%	-5%	3
CCOC(=O)Nc1ccc(C)cc1NC(=O)OCC	-4%	5%	4.5	5%	-3%	-10%	-1%	-11
COc1cc2c(cc1NC(=O)C(C)Sc1nc3ccccc3n1C)oc1ccccc12 (stereo unspecified)	1%	-19%	-0.2	0%	/	5%	-14%	9
O=C(Nc1ccc2c(c1)OCCO2)C(C1CC1)N1CCN(c2ccc(C(F)(F)F)cn2)CC1 (stereo unspecified)	-6%	-8%	-0.5	-6%	17%	-7%	1%	4
CCOC(=O)C1=C(C)N(c2nonc2NC(C)=O)C(N)=C(C#N)C1c1ccccc1F (stereo unspecified)	-10%	-13%	-0.6	13%	17%	-3%	-9%	1
COc1ccc(Br)cc1[C@H]1[C@@H]2C=CCC[C@@]2(C)C(=O)N1Cc1ccccc1	-1%	-24%	-0.4	-12%	31%	-5%	-27%	5
Cc1nc(-c2ccccc2)nc(Cl)c1Cl	1%	-9%	0.2	4%	-11%	4%	1%	1
COc1ccc(/C=C2\Oc3cc(OCC(=O)N4CCC[C@H]4C(=O)O)ccc3C2=O)c(OC)c1	-9%	-11%	0.7	-7%	22%	-11%	9%	1
COc1ccc(C[C@H]2CN3C(=NC[C@H]3Cc3ccccc3)N2CCNC(=O)c2ccc(C)c(Br)c2)cc1	10%	11%	-0.9	-1%	?	8%	-5%	1
Cc1ccc(CNc2ccccc2C(=O)O)s1	10%	-21%	0.2	-46%[inhibitor]	-14%	-7%	-13%	-18
CCN(C(=O)CSc1nnc(C(C)N(C)C)n1-c1ccc(F)cc1)C1CCS(=O)(=O)C1 (stereo unspecified)	6%	-4%	2.0	-7%	25%	3%	-8%	3
O=C(Nc1nnc(-c2ccccc2)o1)c1ccc(Cl)cc1	0%	0%	-1.2	?	/	7%	-7%	0
CC(=O)c1cccc(Oc2cc(NN3CCCCC3)c([N+](=O)[O-])cc2[N+](=O)[O-])c1	4%	-4%	-2.4	2%	20%	-3%	-3%	4
CC(NCc1ccc2c(c1)OCO2)C(=O)NC1CCCc2ccccc21 (stereo unspecified)	-4%	-6%	-0.4	-11%	6%	1%	-5%	4
CCC(=O)c1c[nH]c(C(=O)NCCCn2ccnc2)c1	-2%	5%	-2.1	4%[9.22 µM]	-10%	-5%	1%	15
CCOC(=O)CCS(=O)(=O)c1ccc(-c2ccc(S(=O)(=O)CCC(=O)OCC)cc2)cc1	8%	10%	-1.1	10%	7%	-7%	-7%	/
CCC(NC(=O)Nc1cc(C)on1)(C(F)(F)F)C(F)(F)F	-12%	-11%	-0.7	?	-19%	-8%	3%	0
Cc1ccc(S(=O)(=O)N2CCN(C(=O)c3cc(=O)[nH]c4ccccc34)CC2)c(C)c1	3%	0%	-2.3	-2%	49%	8%	-11%	2
CCC(C)(C)n1nnnc1C(c1ccc(O)c(OC)c1)N1CCc2ccccc2C1 (stereo unspecified)	5%	6%	-1.3	-28%	8%	-4%	27µM*	/
Cc1cccc(N2C(=O)N3[C@H](c4ccc(F)cc4)[C@@H]4C(=O)N(C5CCCCC5)C(=O)[C@@H]4[C@]3(Cc3ccc(Cl)cc3)C2=O)c1	-1%	-28%	-0.7	1%	42%	6%	-4%	-3
COc1cc2c(cc1OC)C(c1ccc(-c3ccc(Cl)c(Cl)c3)o1)=NCC2	24%	2%	-3.1	-23%	10%	-26%	-2%	/
O=C(CCCn1c(=O)oc2ccccc21)N1CCN(c2ccccn2)CC1	5%	8%	-0.6	-2%	-6%	-1%	3%	6
O=C(CN1C(=O)N/C(=C\c2ccccc2OCc2ccc(C(=O)O)cc2)C1=O)Nc1ccc(F)cc1	3%	?	0.7	6%	-7%	-19%	-21%	-13
O=C(NNS(=O)(=O)c1ccccc1F)c1ccccc1-n1cccc1	-14%	24%	-1.9	-6%	22%	2%	-1%	1
CCc1ccc(C(=O)NNc2ccccc2F)cc1	-2%	-8%	0.0	?	13%	-12%	-16%	5

More results follow.
SMILES	EPAC1 ag	EPAC1 antag	IL2 activator	Abeta rescue	FUS suppressor	WRN inhibitor	PLK1 PBD inh	PI5P4Ka inh
CC(C)N(CCCNC(=O)C1CCN(C(=O)c2cc3sccc3n2C)CC1)Cc1ccccc1	6%	-10%	-5.2	8%	2%	-4%	-3%	9
Cc1nc2ncccn2c1-c1csc(Nc2cccc(C(=O)O)c2)n1	-9%	-9%	-0.4	-17%	-1%	-14%[57.1 µM]	?	?
O=C(O)c1nc(NCc2ccccc2)ncc1Cl	3%	-8%	0.1	2%	-1%	3%	-6%	-4
Cc1[nH]n(-c2ccccc2)c(=O)c1/C=C1/C=c2ccccc2=N1	5%	-27%	-5.7	-16%	0%	-3%	3%	-4
CCC1(CC)C(=O)NC(=O)NC1=NCCc1c[nH]c2ccccc12	-2%	1%	1.4	-2%	9%	-1%	0%	/
Cn1c(=O)c(=O)n(C)c2cc(S(=O)(=O)N3CCN(Cc4ccccc4)CC3)ccc21	5%	-9%	0.0	14%	/	-26%	-1%	-5
COc1ccc(NC(=O)C(C)(C)Oc2ccc(Cl)cc2)cn1	12%	7%	-2.4	13%	/	4%	0%	1
COc1ccc(/C=N/N2CCN(c3ccccc3OC)CC2)cc1Br	8%	-1%	0.2	12%	-10%	3%	-2%	25
C=CCOc1c(Br)cc(/C=N/n2c(CC)n[nH]c2=S)cc1Br	-18%	-3%	-0.9	15%	-1%	-6%	-17%	-7
CS(=O)(=O)N(Cc1ccccc1)c1ccccc1C(=O)O	7%	-13%	0.5	-14%	7%	5%	-4%	7
Cc1ccccc1-c1nnc(-c2cccs2)o1	7%	3%	0.7	0%	-5%	-3%	-4%	1
CCOc1ccccc1N(C)C(=O)c1cc2c(=O)n(CC)c3ccccc3c2s1	0%	-13%	-0.6	-3%	?	-10%	-17%	1
